Source: PubChem BioAssay (National Center for Advancing Translational Sciences (NCATS))
EPAC2 antag = qHTS for Antagonist of cAMP-regulated guanine nucleotide exchange factor 2 (EPAC2): primary screen. EPAC2 GEF exchange of Rap1B-BODIPY-GDP, fluorescence. Potency, µM (doses to about 114 µM), without a hit: at the highest dose activity, negative = inhibition, usual class: inhibitors. hit rate 0.18% among 360,000. AID 720708, 2013; also: potency is read from the fitted curve at half-maximal effect; % is scaled to controls: 0 for no effect and ±100 for the full control effect; nearly all actives have a fitted effect of over 45% in size; many of its hits are not listed in these tables
Target sequence (Q8WZA2 whole entry, looked up): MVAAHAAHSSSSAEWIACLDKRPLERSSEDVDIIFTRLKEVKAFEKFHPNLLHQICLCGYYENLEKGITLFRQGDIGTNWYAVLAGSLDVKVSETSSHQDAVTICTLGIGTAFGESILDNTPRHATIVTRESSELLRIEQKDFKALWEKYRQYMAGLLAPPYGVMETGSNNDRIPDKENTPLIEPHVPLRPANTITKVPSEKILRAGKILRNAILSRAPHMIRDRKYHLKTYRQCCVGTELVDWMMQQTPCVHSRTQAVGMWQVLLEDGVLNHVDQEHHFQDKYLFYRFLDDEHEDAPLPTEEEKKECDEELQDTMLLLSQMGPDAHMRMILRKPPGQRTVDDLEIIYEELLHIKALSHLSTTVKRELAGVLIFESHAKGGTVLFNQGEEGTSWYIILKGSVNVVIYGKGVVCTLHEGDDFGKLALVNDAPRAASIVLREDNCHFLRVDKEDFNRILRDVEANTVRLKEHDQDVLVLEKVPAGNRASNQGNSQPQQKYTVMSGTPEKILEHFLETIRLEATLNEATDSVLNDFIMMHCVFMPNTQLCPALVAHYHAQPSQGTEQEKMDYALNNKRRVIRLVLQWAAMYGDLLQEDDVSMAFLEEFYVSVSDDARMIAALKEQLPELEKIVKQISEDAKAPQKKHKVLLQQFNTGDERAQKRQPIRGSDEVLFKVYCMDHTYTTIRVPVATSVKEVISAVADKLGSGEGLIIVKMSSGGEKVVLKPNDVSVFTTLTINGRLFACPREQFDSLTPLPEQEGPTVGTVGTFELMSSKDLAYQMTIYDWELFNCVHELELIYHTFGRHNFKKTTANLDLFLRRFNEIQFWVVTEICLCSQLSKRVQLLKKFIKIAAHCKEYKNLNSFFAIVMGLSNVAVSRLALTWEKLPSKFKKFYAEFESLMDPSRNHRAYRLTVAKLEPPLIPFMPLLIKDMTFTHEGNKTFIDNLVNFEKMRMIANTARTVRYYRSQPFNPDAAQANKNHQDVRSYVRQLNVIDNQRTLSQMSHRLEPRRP
Nrf2 inh = Nrf2 qHTS screen for inhibitors. AID 504444, 2011. hit rate 2.1% among 360,000. A549 ARE-Fluc reporter, luciferase luminescence, 18-24 h. Potency, µM (top dose mostly 46 µM), inactives show at the highest dose activity change, negative = inhibition, hits mostly inhibitors; also: potency is read from the fitted curve at half-maximal effect; % is scaled to controls: 0 for no effect and ±100 for the full control effect; nearly all actives have a fitted effect of over 60% in size
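A549 ARE_Fluc cells, 5000/well, 5% FBS OPTI-MEM; compounds in dose-response, 18-24 h at 37 °C/5% CO2; CellTiter-Fluor viability read (Ex 405/Em 525), then BugLite luciferase luminescence = Nrf2 activity.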
EPAC2 agonist = qHTS for Agonist of cAMP-regulated guanine nucleotide exchange factor 4 (EPAC2): primary screen | Rap guanine nucleotide exchange factor 4 (Homo sapiens), Q8WZA2 | EPAC2 activation, biochemical qHTS; response scale: 100% = 6.5 mM cAMP response | Potency, µM (highest dose often 154 µM), inactives show at the highest dose activation, actives largely listed as activators | hit rate 0.079% among 360,000; also: potency is read from the fitted curve at half-maximal effect; nearly all actives have a fitted effect of over 50% in size
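In this primary screen, activation is scored as increased exchange of BODIPY-GDP from Rap1B by 100 nM EPAC2, with 50 uM GDP as competitor. Signal is normalized to the 6.5 mM cAMP agonist control.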
TGFb SMAD3 inh = qHTS for Inhibitors of TGF-b; Potency, µM (titrated, usually from 46.1 µM), without a hit: at the top dose activity, negative = inhibition, usual class: inhibitors; hit rate 1.2% among 410,000; HepG2 CAGA-GFP TGF-b/SMAD3 reporter, GFP fluorescence, 18 h; TGF-beta stimulated, 500 pg/mL final; AID 588855, 2011; also: potency is read from the fitted curve at half-maximal effect; % is scaled to controls: 0 for no effect and ±100 for the full control effect; nearly all actives have a fitted effect of over 65% in size
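First, reporter cells (HEPG2 CAGA-GFP) rested 2 h at 37 degrees C. Next, compounds were pinned in and TGF-beta added to 500 pg/mL final. After 18 h, GFP was imaged per cell and summed per well.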
Mm-Cpn inhibitor = Inhibitors of TCP-1 ring complex (TRiC) of Methanococcus maripaludis (MmCpn): qHTS. Chaperonin Mm-Cpn (Methanococcus maripaludis). purified Mm-Cpn ATPase, ADP Transcreener TR-FRET. Potency, µM (series often up to 76.9 µM), for inactives: at the top dose activity, negative = inhibition, usual class: inhibitors. hit rate 0.031% among 330,000. AID 504842, 2011; also: potency is read from the fitted curve at half-maximal effect; % is scaled to controls: 0 for no effect and ±100 for the full control effect; nearly all actives have a fitted effect of over 80% in size
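Quantitative HTS used 25 nM Mm-CPN and 10 uM ATP in magnesium/KCl Tris buffer, pH 7.4, with 1 mM DTT. Hydrolysis ran 30 min at 37°C; ADP was read by HTRF.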
Akt phos inh = HTS Assay for Inhibitors of Akt Phophorylation: Primary Screen. AID 651550, 2012. activity change, % for hits at 50 µM. Neuro2A IGF-stimulated pAkt S473 HTRF, 20 min; stronger effect = lower value. hit rate 0.32% among 360,000; in the data active = activity change below about -80%; inconclusive = mostly about -51% to -80%; also: % is scaled to controls: 0 for no effect and ±100 for the full control effect
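Neuro2A cells in DMEM with 0.5% FBS, overnight at 37 deg C, given compound at single 50 µM final, then IGF (6 nM final) for 20 min at 37 deg C. Lysed; phospho-Akt Ser473 by HTRF after 24 h, 665/615 ratio.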
Nrf2 activator = qHTS of Nrf2 Activators; AREc32 ARE-luciferase reporter (MCF7-derived line), luminescence, 24 h; Potency, µM (series often up to 46.1 µM), for inactives: top-dose activation, hits mostly activators; hit rate 0.31% among 410,000; AID 624171, 2012; also: potency is read from the fitted curve at half-maximal effect; % of control where 0% means no effect; nearly all actives have a fitted effect of over 65% in size
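ARE-driven firefly luciferase activity in AREc32 cells measured after a 24 hr compound exposure at 37 deg C, using Steady-Glo reagent and a 30 min room-temperature hold.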
CCT chaperon mod = High-Throughput Screening for Modulators of Cytosolic Chaperonin Activity. activity change, % (no concentration beside the values), hits read low. hit rate 0.3% among 360,000. purified chaperonin ATPase assay, HTRF ADP detection, 30 min. AID 651819, 2012; in the data active = activity change below about -30%; also: % is scaled to controls: 0 for no effect and ±100 for the full control effect
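Enzyme 40 or 20 nM (batch-dependent) in Tris pH 7.4/KCl/MgCl2/DTT; cpd 76 uM single point; ATP 10 uM; 30 min 37 °C; Transcreener ADP HTRF detection, 30 min RT; ratio 665/615.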
A549 viability = Nrf2 qHTS screen for inhibitors: counterscreen for cytotoxicity. A549 ARE-Fluc cells, CellTiter-Fluor viability, 18-24 h. Potency, µM (titrated, usually from 46 µM), without a hit: at the top dose activity change, negative = cytotoxicity, most hits filed as inhibitors. hit rate 0.16% among 390,000. AID 504648, 2011; also: potency is read from the fitted curve at half-maximal effect; % is scaled to controls: 0 for no effect and ±100 for the full control effect
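Cytotoxicity counterscreen: CellTiter-Fluor fluorescence was measured in A549 ARE_Fluc cells after 18-24 h of compound exposure in a concentration series. The subsequent BugLite luminescent read reports ARE-luciferase activity.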
* hit, by the source's call; i = inactive; ? = inconclusive; nt = not tested or not shown; & = joins results of further samples; [ ] = another dose, or the depositor's remark. Unless noted, calls follow the shape of the dose curve; as a rule, active = well fitted curve in the direction sought with a large enough effect; inconclusive = small, poorly fitted or top-dose-only effect, or another doubt; inactive = no such curve, though single readings can be large; an effect the other way counts as inactive or inconclusive.

SMILES	EPAC2 antag	Nrf2 inh	EPAC2 agonist	TGFb SMAD3 inh	Mm-Cpn inhibitor	Akt phos inh	Nrf2 activator	CCT chaperon mod	A549 viability
CC1CCCC(C)N1/N=C/c1ccccc1OC(F)F (stereo not given)	-0.9%	12.4%	-2.0%	0.8%	2.4%	i	-0.5%	-2.9	-0.9%
CCOc1cc(/C=N/O)cc(Cl)c1OC	5.4%	-9.3%	4.2%	8.4%	1.6%	i	0.4%	-1.0	5.8%
Fc1cccc(Nc2cc(-n3cccn3)ncn2)c1	-4.3%	nt	-6.2%	-5.3%	-1.8%	i	?	-2.5	-4.7%
CC(=O)NC1=NN(C(C)=O)C(C)(c2ccc(C)cc2)S1 (stereo not given)	6.8%	-6.3%	-1.9%	26.9%	-16.0%	i	-0.3%	-1.1	-14.1%
CC(C)(CO)NCc1cc(Br)ccc1OCc1ccccc1	5.6%	10.4%	?	1.5%	0.7%	i	2.7%	-4.2	-19.8%
CC(=O)NC(Cc1ccccc1)C(=O)NC1CCN(C(=O)c2cnccn2)CC1 (stereo not given)	11.9%	nt	-2.4%	22.2%	-0.6%	i	-0.3%	0.2	-1.2%
CCOC(=O)c1[nH]c2ccc(OC)cc2c1NC(=O)c1ccccc1C(=O)O	6.4%	?	2.3%	1.2%	-8.4%	i	0.7%	0.4	9.3%
Cn1c2ccccc2c(=O)c2c(=O)n(-c3ccccc3)c(-c3ccc(C(C)(C)C)cc3)nc21	-16.1%	10.5%	2.0%	2.3%	-0.6%	i	0.7%	-0.7	6.5%
Clc1ccc(-c2nc(-c3ccccn3)no2)cc1Cl	1.4%	?	4.6%	-4.1%	-7.6%	i	27.4%	-0.1	-4.5%
Cc1cc(C)c(S(=O)(=O)NCC(=O)O)cc1C	0.0%	nt	5.9%	2.9%	1.4%	i	-0.7%	-1.3	-0.2%
Cc1nn(C)c(C)c1/C=N/NC(=O)C(C)(C)Oc1ccc(Cl)cc1	-0.9%	?	5.6%	6.0%	0.8%	i	-0.5%	1.9	-7.7%
CCc1ccc(NC(=O)Cn2c(=O)n(-c3ccccc3)c(=O)c3ccc(C(=O)NCc4ccc5c(c4)OCO5)cc32)cc1	nt	?	nt	-11.4%	nt	nt	0.4%	nt	-7.2%
O=C(Cn1cnc2cc([N+](=O)[O-])ccc2c1=O)N1CCN(S(=O)(=O)c2ccccc2)CC1	8.2%	-13.5%	13.6%	-0.1%	3.9%	i	4.5%	-2.4	-9.7%
CN1C(=O)C(C)(C)c2cc(S(=O)(=O)N3CCCCCC3)ccc21	0.1%	-2.9%	-2.9%	-2.5%	-9.1%	i	-0.7%	-0.4	0.1%
COc1cc2c(cc1OC)C(COc1ccc3c(C)cc(=O)oc3c1)N(C(=O)c1ccc(C)cc1)CC2 (stereo not given)	nt	-4.4%[9.27 µM]	nt	0.5%	nt	nt	0.1%	nt	-2.6%
CCN(CC)C(=O)COc1ccc(/C=N/NC(=O)c2cc(-c3ccccc3OC)nc3ccccc23)cc1OC	0.1%	0.6%	22.0%	1.9%	nt	i	2.2%	-3.1	2.4%
CCNc1nc(NCC)nc(N(C)n2cnnc2)n1	7.7%	-9.2%	-3.4%	-16.2%	1.6%	i	0.0%	0.0	-22.2%
COc1ccc(/C(C)=N/NC(=O)CNC(=O)c2ccco2)c(OC)c1	1.2%	2.5%	4.2%	0.4%	-0.9%	i	-0.6%	1.1	-2.2%
COCCN(C(=O)Nc1ccc(OC)cc1)c1nc2ccccc2s1	-8.4%	26.4%	14.2%	12.7%	-4.2%	i	4.2%	-0.3	-0.3%
CCCN(CCC)C(=O)c1cc2c(=O)n3cccc(C)c3nc2s1	-1.3%	?	-0.6%	0.0%&-5.3%	-3.2%	i	8.2%&16.0%	1.1	-2.2%&0.4%
COc1ccc(/C=C/c2ccc3ccccc3[n+]2C)cc1OC	15.3%	-29.2%	10.9%	14.9%&31.8%	-1.0%	i	11.1%	-2.0	-20.4%
Cc1ccc(Oc2ccc(C(F)(F)F)cc2[N+](=O)[O-])c([N+](=O)[O-])n1	0.0%	0.1%	-1.5%	15.3%	?	i	21.3%	2.4	-5.4%
COCCOC(=O)c1c(NC(=O)CN2c3ccccc3CC2C)sc(C(N)=O)c1C (stereo not given)	1.1%	-17.8%	-3.0%	-0.3%	-5.3%	i	-0.8%	-0.7	-2.3%
COC(=O)c1cc(OC)c(OC)cc1NC(=O)c1ccc(OC)cc1	5.7%	-12.0%	7.4%	7.3%	1.2%	i	2.7%	-3.2	1.8%
C[C@H]1CN([C@@H](C)CO)C(=O)Cc2cc(NC(=O)CCC(F)(F)F)ccc2O[C@H]1CN(C)S(C)(=O)=O	-12.2%	14.7%	-5.7%	6.1%	-7.2%	i	0.4%	1.8	-3.1%

Further structures follow:
SMILES	EPAC2 antag	Nrf2 inh	EPAC2 agonist	TGFb SMAD3 inh	Mm-Cpn inhibitor	Akt phos inh	Nrf2 activator	CCT chaperon mod	A549 viability
Cc1nc2c(-c3ccccc3)c(C)nn2c(C)c1CCC(=O)N1CCN(c2ccccc2)CC1	nt	-1.4%	nt	-1.2%	nt	nt	-1.2%	nt	-0.2%
Cn1cccc1/C=N/NC(=O)c1ccc(OC(F)(F)C(F)F)cc1	-4.9%	17.7%	-1.7%	6.0%	-1.6%	i	3.2%	-3.7	1.8%
NNC(=O)C(Cc1ccccc1)NC(=O)OCc1ccccc1 (stereo not given)	13.2%	-0.4%	10.2%	-3.9%	0.8%	i	0.3%	1.3	-1.2%
Cc1ccc2oc(=O)cc(/C=C/c3ccccc3)c2c1	8.8%	-26.3%	6.0%	-1.5%	-3.1%	i	18.5%	0.5	4.8%
O=c1c(C=NCCCn2ccnc2)c(-c2ccccc2)[nH]n1-c1nc2ccccc2s1	-2.3%	?	1.9%	-1.0%	0.7%	i	2.7%	2.8	-5.5%
O=C(NCC(c1cccnc1)N1CCc2ccccc21)c1ccc(Cl)cc1 (stereo not given)	nt	3.2%	nt	?	nt	nt	-0.2%	nt	0.3%
CCOC(=O)C1=C(COC(=O)/C=C/c2ccccc2)NC(=O)NC1C (stereo not given)	-6.1%	2.3%	-7.8%	-22.4%	1.3%	i	21.3%	-4.0	2.2%
COc1ccc(C(=O)N[C@H](C(=O)OCCCOC(=O)[C@@H](NC(=O)c2ccc(OC)cc2)C(C)C)C(C)C)cc1	-6.8%	-16.6%	3.6%	?	nt	i	0.2%	-4.2	-7.6%
O=C(CSc1cccc2cccnc12)Nc1cccc(S(=O)(=O)N2CCOCC2)c1	-24.2%	-29.6%	5.2%	-0.3%	-0.5%	i	2.0%	1.3	0.0%
COc1ccc(N)cc1S(=O)(=O)Nc1ccccc1Cl	-2.6%	-2.7%	-8.9%	-0.8%	-4.6%	i	-0.2%	-2.0	-1.1%
COc1cccc(NC(=O)C(=O)NCCC2CCCCN2S(=O)(=O)c2ccccc2)c1 (stereo not given)	-2.8%	15.2%	4.4%	-8.7%	0.7%	i	3.3%	1.2	-3.9%
Cc1ccnn1CCC(=O)N1CCCC(CCC(=O)NCc2ccccc2F)C1 (stereo not given)	16.9%	19.1%	5.2%	3.0%	0.4%	i	-0.2%	1.5	1.6%
O=C(COC(=O)c1cccc(S(=O)(=O)N2CCCC2)c1)Nc1cccc(Br)c1	7.4%	nt	0.9%	6.6%	nt	i	0.1%	-0.2	nt
O=C(Nc1nc2ccc(C(=O)N3CCCCC3)cc2s1)C1CCCCC1	5.7%	8.7%	-14.2%	3.5%	3.6%	i	4.1%	-0.2	-14.9%
CC(C)CC(/C(O)=C(\C#N)c1nc2ccccc2[nH]1)N1C(=O)c2ccccc2C1=O (stereo not given)	-9.2%	nt	0.4%	?	-3.5%	i	3.6%	-0.5	?
Cc1onc(-c2ccccc2Cl)c1C(=O)N1CCOC12CCCCC2	-2.2%	-5.3%	4.7%	8.8%	1.1%	i	-0.5%	2.2	-7.5%
CCN1C(=O)N[C@H](c2ccccc2)C(C(C)=O)=C1C	10.0%	-5.4%	7.7%	-4.2%	nt	i	-0.8%	0.2	-4.4%
Clc1ccc(N2CCN(c3nc4nonc4nc3N3CCSCC3)CC2)nc1	-0.5%	-3.5%	-0.3%	-1.0%	0.5%	i	-0.2%	-1.8	-4.5%
CCOc1ccccc1OCCCC(=O)NNC(=O)c1cc(C)oc1C	2.4%	-7.2%	11.1%	-1.0%	2.4%	i	0.1%	1.0	3.3%
O=C(N/N=C/C=C/c1cccc([N+](=O)[O-])c1)c1ccncc1	18.0%	?	5.2%	13.8%	-0.7%	i	11.4%	-4.1	4.7%
O=C(CSc1ncn(-c2ccccc2)n1)N1CCN(c2ccccc2)CC1	-3.0%	-1.2%	-0.1%	0.9%	0.9%	i	1.7%	-0.8	-2.6%
Cc1ccc(OCC(=O)N/N=C\c2cccs2)c([N+](=O)[O-])c1	4.9%	?	-5.0%	-0.5%	-0.7%	i	13.8%	0.7	10.9%
CCc1nc(N2CCN(C(=O)CCCl)CC2)c2c3c(sc2n1)CCCC3	-1.4%	nt	17.1%	-5.7%	nt	i	2.4%	-2.1	nt
C[C@H](NC(=O)c1ccco1)C(=O)N1CCCC1	2.4%	1.7%	6.0%	-3.7%	-1.3%	i	0.3%	-1.3	3.9%
CC(C)(C)NC(=O)C(c1ccncc1)N(Cc1cccs1)C(=O)c1csnn1 (stereo not given)	0.5%	1.0%	3.3%	-4.0%	-14.4%	i	-0.6%	-0.8	0.5%

These rows are one share of the data; rates above refer to the full screens.
